hcGAS lum = inhibitors of human cGAS; AID 1259398; Q8N884; 290,000 tested, 0.081% active; recombinant h-cGAS, ATP depletion, Kinase-Glo luminescence; inhibition, % at 12.5 µM;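 also: 0% = vehicle reaction and 100% = reaction without DNA for no activity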
Target sequence (Q8N884 whole entry, looked up): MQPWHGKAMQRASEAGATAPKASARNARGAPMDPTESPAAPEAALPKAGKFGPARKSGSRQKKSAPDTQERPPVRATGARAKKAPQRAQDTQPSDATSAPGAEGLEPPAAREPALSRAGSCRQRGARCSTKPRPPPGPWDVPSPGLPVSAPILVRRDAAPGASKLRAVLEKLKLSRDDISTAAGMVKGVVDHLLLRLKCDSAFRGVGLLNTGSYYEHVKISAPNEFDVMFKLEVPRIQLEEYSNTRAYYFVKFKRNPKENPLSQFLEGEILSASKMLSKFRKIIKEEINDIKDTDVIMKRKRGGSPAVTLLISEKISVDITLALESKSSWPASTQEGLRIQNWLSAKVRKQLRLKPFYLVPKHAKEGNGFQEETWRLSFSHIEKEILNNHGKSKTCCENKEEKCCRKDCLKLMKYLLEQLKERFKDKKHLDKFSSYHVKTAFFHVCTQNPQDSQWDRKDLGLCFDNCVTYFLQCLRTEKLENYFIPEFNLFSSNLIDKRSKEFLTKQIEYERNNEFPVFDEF
mcGAS lum = mouse cGAS inhibition by luminescence. recombinant cGAS, Kinase-Glo ATP depletion luminescence. inhibition, % at 12.5 µM. 160,000 tested, 0.15% active. AID 1259399;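 also: 0% = negative control wells and 100% = reference inhibitor with no enzyme activity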
NPYLR7 ag = mosquito NPYLR7 agonism. HEK293T NPYLR7/Galpha15, GCaMP6s calcium fluorescence. activation, % at 10 µM. 270,000 tested, 0.15% active. AID 1259423; in the data active = activation above about 40%;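 also: 0% = vehicle and 100% = reference agonist at the receptor; some compounds past the cut are filed as inactive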
* marks the source's active call; other numbers are inactive results; · = no result given; & = joins results of further samples. Rule as the data show it, unless noted: active = inhibition above about 40%; inactive = the rest.

SMILES | hcGAS lum | mcGAS lum | NPYLR7 ag
CC(=O)C1(O)COC(c2ccccc2)OC1 (stereo not drawn) | -6 | · | -9
Cc1ccc2ncn(C3CCN(C(=O)COCc4ccccc4)CC3)c2c1 | 4 | -1 | -7
Cc1ccc(C)c(NCC(O)c2ccccc2)c1 (stereo not drawn) | -2 | · | -2
Cc1ccc2nc(C)cc(C(=O)N(Cc3nccn3C)C3CC3)c2c1 | 3 | 0 | 0
Cn1cnnc1SCc1nc(-c2cccs2)no1 | 1 | · | 6
CCCCC(=O)Nc1c(C)nc2sccn2c1=O | -10 | -7 | 1
CCOC(=O)c1c(NC(=O)CCl)sc(C)c1CC(C)CC (stereo not drawn) | -7 | -5 | -1
CCOC(=O)C1CCCN(C(=O)c2cccc(CSc3nc(C)c(C)c(N(C)Cc4ccccc4)n3)c2)C1 (stereo not drawn) | 0 | 0 | -3
CCN(C(=O)CNC(C)Cn1cccn1)C1=CCCCC1 (stereo not drawn) | -10 | · | 13
CCCCOCCCNC(=O)c1ccc(-c2cc(-c3cccc4c3OCCO4)[nH]n2)cc1 | -7 | -6 | 4
Clc1cc(Br)ccc1OCc1nnc(/C=C/c2cccs2)o1 | 0 | · | 2
Cc1cc(/C=C(/Cl)c2nc(-c3cccs3)no2)cc(C)c1O | 0 | -2 | -3
CCCCCCC(=O)Nc1c(-c2cccc(F)c2)nc2ccccn12 | -1 | -3 | -3
O=C(O)/C=C/c1nc2ccccc2c(=O)[nH]1 | 3 | · | 1
O=C1C2C3C=CC(C3)C2C(=O)N1CCc1ccccc1Cl (stereo not drawn) | 2 | -2 | -10
COc1ccc(N2CCN(C(c3ccc(C)cc3)C3Sc4nc(C)nn4C3=O)CC2)cc1 (stereo not drawn) | -11 | · | -1
COc1cc(OC)c(OC)cc1/C=C1N=C(/C=C/c2ccccc2)OC\1=O | 5 | · | -2
c1ccc(-c2nc3c(NCC4CC4)nccc3[nH]2)cc1 | -4 | -6 | -4
Cn1c(CNC(=O)CCC2(Cc3cccs3)CCC(=O)N2)nc2cc(C(F)(F)F)ccc21 (stereo not drawn) | -3 | -4 | 1
Cc1cccc(NC(=O)c2ccc3c(c2)OCCO3)n1 | -15 | · | 0
O=C(OCC(=O)N1CCCC1)c1ccc([N+](=O)[O-])o1 | -3 | · | -7
O=C(CN1CCC(n2c(=O)[nH]c3ccccc32)CC1)Nc1ccc2c(c1)CCC2 | -5 | -3 | -11
COC(=O)C(c1ccc(OC)cc1)C1C=CC(NC(=O)/C=C/c2ccccc2Cl)C1 (stereo not drawn) | -2 | -4 | 21
CCOC(=O)C1CCCCN1CC(=O)N1N=C(c2ccc(C)cc2C)CC1c1ccccc1OC (stereo not drawn) | -3 | -4 | 7
Cc1ccc(S(=O)(=O)N2CCN(C(=O)NC(C)c3ccc4c(c3)OCCO4)CC2)c(C)c1 (stereo not drawn) | -7 | · | 11
O=C1NCCc2c1[nH]c1ccc(Br)cc21 | -6 | -4 | 5
CN(C)S(=O)(=O)c1ccc(Cl)c(NS(=O)(=O)c2cccc(Cl)c2)c1 | 3 | · | -2
CCn1nnc2cc(C(=O)NC3CC4CCC3(C)C4(C)C)ccc21 (stereo not drawn) | -7 | · | 3
Cc1sc2nc(CN(CC(O)CN3CCOCC3)C3CCCCC3)[nH]c(=O)c2c1C (stereo not drawn) | -1 | 1 | -3
O=C(c1ccc2cn[nH]c2c1)N1CCC(O)CC1 | -8 | · | 2
COCCNc1oc2c(c1-c1ccc(C)cc1)c(=O)oc1ccc(C)cc12 | 1 | -6 | -4
CCc1nc(CC)n(CC(=O)Nc2ccc(C(C)=O)cc2)n1 | -8 | · | 1
C(=Nc1ncn[nH]1)c1ccccc1 | -7 | · | -8
COc1ccc(C)cc1S(=O)(=O)NC1CC2CCC(C1)N2Cc1ccc2c(c1)OCO2 (stereo not drawn) | -7 | -3 | 2
CC(O)CN(C(=O)Nc1cccnc1)C(C)C (stereo not drawn) | 5 | · | -6
COc1ccccc1CNC(=O)CN(C)Cc1c(C)nn(C)c1C | -1 | -11 | 1
CCc1ccc(CCN(C)CCC(=O)NC)cc1 | -11 | · | -1
CCS(=O)(=O)N1CCN(C(=O)c2cc(-c3cccc(OC)c3)n(-c3ccccc3)c2C)CC1 | -8 | -3 | -13
Cc1ccc(Cn2nc(-c3ccccc3C)ccc2=O)cc1 | -2 | · | 10
CN(Cc1nc2c(s1)CCCC2)C(=O)Cn1nnnc1CN1CCCC1 | -7&-6 | · | 3&1
COc1ccc(CNCCC2=CCCCC2)cc1 | -3 | · | 4
Cc1onc(-c2ccccc2)c1CNCC1CC=CCC1 (stereo not drawn) | 0 | · | 8
Cc1csc(NC(=O)c2c[nH]c3c(C(F)(F)F)cccc3c2=O)n1 | -8 | -5 | 8
COC(=O)C1=C(C)NC2=C(C(=O)CCC2)C1c1cccc(Br)c1 (stereo not drawn) | -4 | -3 | 1
Cc1ccc(-n2nnc3c(N4CCN(C(=O)c5cc6ccccc6o5)CC4)ncnc32)cc1 | -5 | -2 | -13
CN(CCNC(=O)C(F)(F)F)C(=O)c1csc(=Nc2ccccc2)n1Cc1ccccc1 | -2 | · | 11
CCc1[nH]c2c(CNC(=O)CC3C=CS(=O)(=O)C3)cc(C)cc2c1C (stereo not drawn) | 0 | -2 | ·
CC(C)(C)P(=NC(=S)NN=Cc1ccsc1)(N1CCOCC1)N1CCOCC1 | -5 | -5 | 1
CNC(=O)CSc1nnc(N2CCN(C(=O)/C=C/c3ccc4c(c3)OCO4)CC2)s1 | 4 | -1 | -17
COc1cccc(NC(=O)c2cccnc2Oc2cccc([N+](=O)[O-])c2)c1 | -4 | -5 | 0
COCCNc1cc(C)nc2c(-c3ccc(Cl)cc3)c(C(F)(F)F)nn12 | 1 | 0 | 1
Cc1nnc(-c2cc3ccccc3n2CC(=O)c2ccccc2)o1 | -6 | -7 | -5
CCC(C)N(Cc1c(-c2ccccc2)noc1N(C)C(C)C)CC(O)COCc1ccco1 (stereo not drawn) | -2 | -4 | 8
Cc1nnsc1CN(C)C(=O)[C@H](N)Cc1c[nH]c2ccccc12 | -3 | -10 | 0
CCCCc1ccc(N2CC(C)Cn3c2nc2c3c(=O)n(CCOCC)c(=O)n2C)cc1 (stereo not drawn) | -4 | · | -6
FC(F)(F)c1cnc(N2CCCC2c2ccc3c(c2)OCCCO3)c(Cl)c1 (stereo not drawn) | 1 | · | -3
O=C(CC1=CCCCC1)N1CCc2c([nH]c3ccccc23)C1c1ccccn1 (stereo not drawn) | -5&7 | -5&-3 | -5&-2
Cc1ccc(S(=O)(=O)NCCc2nnc3ccc(SCC(=O)Nc4cccc(C)c4)nn23)cc1 | 2 | -1 | -14
CCCCSC(C)C(=O)Nc1ccnc2ccnn12 (stereo not drawn) | -15 | · | 2
Cc1sc2nc(C(C)Sc3nnc(-c4ccco4)n3C)[nH]c(=O)c2c1C (stereo not drawn) | 6 | -2 | 1
Further results
SMILES | hcGAS lum | mcGAS lum | NPYLR7 ag
CN1CCN(c2cc(C(=O)Nc3cnn(C(C)(C)C)c3)ccn2)CC1 | -8 | · | -1
COc1ccc(CC(=O)c2ccc(O)cc2O)cc1 | 1 | 0 | ·
Cc1ccc(-c2nnc(-c3cccc([N+](=O)[O-])c3)o2)cc1 | -1 | -4 | 4
O=C(CCN(CCc1ccccc1)c1nc(-c2ccco2)nc2ccccc12)NCc1cccc(C(F)(F)F)c1 | -2 | -5 | 15
Cc1cc(C)n(C)c(=O)c1C(=O)NCc1cccnc1-n1ccnc1 | -4 | -18 | ·
COC(=O)c1sc(NCc2ccc(N3CCC(O)CC3)c(F)c2)nc1Cl | 9 | 9 | -1
Cc1ccc(C)c(C(NC(=O)Cc2c(C)[nH][nH]c2=O)c2cccnc2)c1 (stereo not drawn) | 0 | · | 2
CSCCC(=O)N1CCC(n2c(=O)oc3ccc(C(C)(C)C)cc32)CC1 | -7 | -8 | -4
CNc1nc(-c2cccs2)cc(C(F)(F)F)n1 | -5 | · | 3
Oc1c(N=Nc2ccc3cccc(O)c3n2)ccc2ccccc12 | -6 | -8 | 36
Cc1cc(NC(=O)CN2CCN(C(=O)c3ccccc3F)CC2)no1 | -2 | · | 1
O=S(=O)(Nc1cccc(F)c1)c1cnc[nH]1 | -9 | · | 11

25 successive compounds from above, for reference:
SMILES | hcGAS lum | mcGAS lum | NPYLR7 ag
CN(CCNC(=O)C(F)(F)F)C(=O)c1csc(=Nc2ccccc2)n1Cc1ccccc1 | -2 | · | 11
CCc1[nH]c2c(CNC(=O)CC3C=CS(=O)(=O)C3)cc(C)cc2c1C (stereo not drawn) | 0 | -2 | ·
CC(C)(C)P(=NC(=S)NN=Cc1ccsc1)(N1CCOCC1)N1CCOCC1 | -5 | -5 | 1
CNC(=O)CSc1nnc(N2CCN(C(=O)/C=C/c3ccc4c(c3)OCO4)CC2)s1 | 4 | -1 | -17
COc1cccc(NC(=O)c2cccnc2Oc2cccc([N+](=O)[O-])c2)c1 | -4 | -5 | 0
COCCNc1cc(C)nc2c(-c3ccc(Cl)cc3)c(C(F)(F)F)nn12 | 1 | 0 | 1
Cc1nnc(-c2cc3ccccc3n2CC(=O)c2ccccc2)o1 | -6 | -7 | -5
CCC(C)N(Cc1c(-c2ccccc2)noc1N(C)C(C)C)CC(O)COCc1ccco1 (stereo not drawn) | -2 | -4 | 8
Cc1nnsc1CN(C)C(=O)[C@H](N)Cc1c[nH]c2ccccc12 | -3 | -10 | 0
CCCCc1ccc(N2CC(C)Cn3c2nc2c3c(=O)n(CCOCC)c(=O)n2C)cc1 (stereo not drawn) | -4 | · | -6
FC(F)(F)c1cnc(N2CCCC2c2ccc3c(c2)OCCCO3)c(Cl)c1 (stereo not drawn) | 1 | · | -3
O=C(CC1=CCCCC1)N1CCc2c([nH]c3ccccc23)C1c1ccccn1 (stereo not drawn) | -5&7 | -5&-3 | -5&-2
Cc1ccc(S(=O)(=O)NCCc2nnc3ccc(SCC(=O)Nc4cccc(C)c4)nn23)cc1 | 2 | -1 | -14
CCCCSC(C)C(=O)Nc1ccnc2ccnn12 (stereo not drawn) | -15 | · | 2
Cc1sc2nc(C(C)Sc3nnc(-c4ccco4)n3C)[nH]c(=O)c2c1C (stereo not drawn) | 6 | -2 | 1
CN1CCN(c2cc(C(=O)Nc3cnn(C(C)(C)C)c3)ccn2)CC1 | -8 | · | -1
COc1ccc(CC(=O)c2ccc(O)cc2O)cc1 | 1 | 0 | ·
Cc1ccc(-c2nnc(-c3cccc([N+](=O)[O-])c3)o2)cc1 | -1 | -4 | 4
O=C(CCN(CCc1ccccc1)c1nc(-c2ccco2)nc2ccccc12)NCc1cccc(C(F)(F)F)c1 | -2 | -5 | 15
Cc1cc(C)n(C)c(=O)c1C(=O)NCc1cccnc1-n1ccnc1 | -4 | -18 | ·
COC(=O)c1sc(NCc2ccc(N3CCC(O)CC3)c(F)c2)nc1Cl | 9 | 9 | -1
Cc1ccc(C)c(C(NC(=O)Cc2c(C)[nH][nH]c2=O)c2cccnc2)c1 (stereo not drawn) | 0 | · | 2
CSCCC(=O)N1CCC(n2c(=O)oc3ccc(C(C)(C)C)cc32)CC1 | -7 | -8 | -4
CNc1nc(-c2cccs2)cc(C(F)(F)F)n1 | -5 | · | 3
Oc1c(N=Nc2ccc3cccc(O)c3n2)ccc2ccccc12 | -6 | -8 | 36

Further structures follow:
SMILES | hcGAS lum | mcGAS lum | NPYLR7 ag
CC(CCc1ccccc1)NC(=O)C(C1CCCC1)N1CCN(C(=O)Nc2ccc(F)cc2)CC1 (stereo not drawn) | -6 | -5 | -2
Clc1cnn(C/C=C/c2ccccc2)c1 | -7 | · | 15
Cc1nc(Cl)sc1S(=O)(=O)NCC(C)c1ccccc1 (stereo not drawn) | -10&-4 | -4 | 8&6
Nc1ccncc1-c1cc(NCc2ccccn2)nc2[nH]ccc12 | -4 | · | -1
Cn1cc(CN2CCCC(C(=O)c3cccs3)C2)c(-c2cccc(Cl)c2)n1 (stereo not drawn) | -7&-5 | -3 | 11&-3
Fc1ccc(-n2cccn2)c(CN2CCCC(N3CCc4ccccc4C3)C2)c1 (stereo not drawn) | -8 | -10 | 3
CC(C)N(C)Cc1nnnn1CC(=O)NCC1CCN(CCc2ccccc2)CC1 | -1 | · | 13
CC(C)Cc1cc(C(=O)N(C)C(C)c2nccs2)n(C)n1 (stereo not drawn) | -4 | · | 8
CCCNC(=O)CCc1nc2cc(S(=O)(=O)N3CCCCC3)ccc2n1C | -1 | -5 | 5
O=C(O)CCNC(=O)C12CC3CC(CC(C3)C1)C2 | -6 | · | 0
COc1cccc(-c2nnc(SCCCC(=O)N3CCN(C(=O)CC(C)(C)C)C(C)C3)n2-c2ccc(C)cc2)c1 (stereo not drawn) | -4 | -5 | 5
CCNC(=O)N(Cc1cc(NC(=O)CC(C)(C)C)ccc1N(C)C)C1CCCCC1 | 1 | 0 | -1
CC(CC(C)(C)O)NCCc1nc(-c2ccccc2)cs1 (stereo not drawn) | -4 | · | 10
Nc1nc2c(O)cccc2s1 | -1 | -3 | 3
COc1cccc(-c2cc(C(=O)N3CCN(c4ccccc4F)CC3)n3nc(C(C)(C)C)cc3n2)c1 | -6&-4 | -11&-5 | 3&17
O=C(COC(=O)C=Cc1cccs1)Nc1c(Cl)cc(Cl)cc1Cl | -6 | -7 | -6
